Compound activity (PubChem BioAssay)
GLP1R cytotox: cytotoxicity counter-screen for GLP-1 receptor inverse agonists | HEK293 cAMP-luciferase reporter cells, luminescence, 24 h | Potency, µM (top dose mostly 38.3 µM), for inactives: top-dose activity change, negative = inhibition, most hits filed as inhibitors | 410,000 tested, 0.13% active | AID 624418;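 further: loss of luciferase light is scored as toxicity; on the % scale 0 is the no-effect control and ±100 the full control effect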
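Here, cytotoxicity is scored as loss of luminescence. The MLSMR collection was tested on cells seeded in medium containing 10% Nu serum, with a 24 hr compound exposure preceded by 12 hours of culture.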
KB-V1 MDR tox: kills drug-selected multidrug resistant KB-V1 cells; KB-V1 MDR cells viability, CellTiter-Glo, 72 h; Potency, µM (titrated, usually from 46.1 µM), for the others: at the top dose activity change, negative = cytotoxicity, actives largely listed as cytotoxic; 400,000 tested, 3.4% active; further: on the % scale 0 is the no-effect control and ±100 the full control effect; nearly all actives have a fitted effect of over 60% in size
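Cytotoxicity toward P-gp-expressing KB-V1 cells was determined as loss of CellTiter-Glo luminescence after 72 h at 37 degrees C. Compounds were tested in quantitative HTS format across a concentration range, with curves fitted to normalized data.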
SW480 rereplic: DNA re-replication induction in SW480 cells | SW480 DNA re-replication, Hoechst DNA content imaging, 48 h | Potency, µM (doses to about 46.1 µM), without a hit: at the highest dose re-replication activation, most hits filed as activators | 340,000 tested, 1.8% active | AID 624297; further: % of control where 0% means no effect; nearly all actives have a fitted effect of over 55% in size
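Per well, 250 cells were exposed to pinned compound for 48 hr. Nuclear DNA was visualised with Hoechst (40 min, 37 C) and total object intensity recorded by fluorescence scanning.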
HT1080-NT tox: kills 2HG-producing HT-1080-NT fibrosarcoma cells; HT-1080-NT fibrosarcoma viability, CellTiter-Glo ATP luminescence, 48 h; Potency, µM (doses to about 46.1 µM), without a hit: at the highest dose activity, negative = less viability, usual class: cytotoxic; 360,000 tested, 1.6% active; AID 686970;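 further: NT is the 2HG producing partner of a matched IDH1 knockdown line; 0% = DMSO-treated cells and -100% = media-only wells without cells; nearly all actives have a fitted effect of over 55% in size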
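HT-1080-NT fibrosarcoma cells (2HG-overproducing), 750 cells/well in RPMI with 5% FBS, dosed after 2 h and incubated 48 h at 37C. CellTiter-Glo luminescence normalized to DMSO and no-cell wells; concentration-response curves fitted and classed.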
GLP1R inv ag: GLP-1 receptor (human) inverse agonism | Potency, µM (top dose mostly 38.3 µM), for the others: top-dose activity change, negative = inhibition, actives largely listed as inhibitors | AID 624417 | HEK293 GLP-1R CRE-luciferase, luminescence, 24 h; GLP-1R form is constitutively active | 410,000 tested, 1.6% active; further: on the % scale 0 is the no-effect control and ±100 the full control effect; nearly all actives have a fitted effect of over 55% in size
Target sequence (P43220 whole entry, looked up): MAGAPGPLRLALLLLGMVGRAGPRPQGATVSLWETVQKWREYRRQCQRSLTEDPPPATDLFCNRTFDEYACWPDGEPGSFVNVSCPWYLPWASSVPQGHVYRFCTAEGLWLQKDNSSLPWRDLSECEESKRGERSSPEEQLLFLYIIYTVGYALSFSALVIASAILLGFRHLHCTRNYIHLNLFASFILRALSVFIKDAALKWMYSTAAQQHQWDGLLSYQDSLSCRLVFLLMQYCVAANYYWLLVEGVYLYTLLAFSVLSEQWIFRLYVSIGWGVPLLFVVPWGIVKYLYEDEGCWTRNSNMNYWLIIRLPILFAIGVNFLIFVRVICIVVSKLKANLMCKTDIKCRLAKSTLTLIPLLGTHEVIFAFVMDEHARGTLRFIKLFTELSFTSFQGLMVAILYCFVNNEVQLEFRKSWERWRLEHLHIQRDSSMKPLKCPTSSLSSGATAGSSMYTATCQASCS
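Using stably transfected HEK293 (constitutively active GLP-1R, cAMP-luciferase reporter), compounds were incubated 24 hr and luciferase measured by luminescence.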
HT1080 IDH1KD tx: toxicity to HT-1080 IDH1 knockdown cells (counter line); HT-1080 IDH1 knockdown viability, ATP luminescence, 48 h; Potency, µM (highest dose often 46.1 µM), inactives show top-dose activity, negative = toxicity, actives largely listed as cytotoxic; 360,000 tested, 2% active; AID 686971;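 further: 0% = DMSO wells and -100% = cell-free medium wells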
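Using the IDH1-knockdown HT-1080 line run in the same batch and compound series as the NT line, viability after 48 h at 37 °C was determined by CellTiter-Glo luminescence and expressed as % activity.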
KB-3-1 tox: KB-3-1 parental cell cytotoxicity | KB-3-1 viability, CellTiter-Glo ATP luminescence, 72 h | Potency, µM (highest dose often 46.1 µM), without a hit: at the top dose activity change, negative = cytotoxic, most hits filed as cytotoxic | 400,000 tested, 1.4% active | AID 1347075; further: on the % scale 0 is the no-effect control and ±100 the full control effect; nearly all actives have a fitted effect of over 60% in size
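KB-3-1 cells, DMEM (no phenol red) + 10% FBS; compound by pin transfer, 72 h, 37 °C. Readout: CellTiter-Glo luminescence after 10 min. Data normalized, curve-fitted.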
TDP-43 yeast inh: rescues yeast growth from TDP-43 toxicity; Potency, µM (doses to about 46.1 µM), without a hit: at the top dose growth rescue (activation), most hits filed as activators; TDP-43 expressing yeast growth rescue, BacTiter-Glo, 24 h; 410,000 tested, 1.8% active; further: % of control where 0% means no effect; nearly all actives have a fitted effect of over 50% in size
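Readout is BacTiter-Glo luminescence of cell growth, so inhibitors register as activators. TDP-43-expressing yeast at OD600=0.02 in galactose medium, after raffinose pregrowth to mid-log, were incubated with compound for 24 hr at 30 deg C.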
GLP1R ag: activates the human GLP-1 receptor; 380,000 tested, 0.007% active; HEK293 GLP-1R CRE-luciferase, luminescence, 4-6 h; cells express a hypersensitive GLP-1R form; AID 624172; Potency, µM (top dose mostly 45.6 µM), inactives show top-dose activation, hits mostly activators; P43220; further: % of control where 0% means no effect
Starred values were filed as active, the others as inactive; ? = inconclusive; / = not tested or not shown; [ ] = another dose, or the depositor's remark. The call rests on the fitted dose curve; in most records, active means well fitted curve in the direction sought with a large enough effect; inconclusive means small, poorly fitted or top-dose-only effect, or another doubt; inactive means no such curve, though single readings can be large; an effect the other way counts as inactive or inconclusive. Potency means the concentration at half of the fitted maximal effect.

SMILES | GLP1R cytotox | KB-V1 MDR tox | SW480 rereplic | HT1080-NT tox | GLP1R inv ag | HT1080 IDH1KD tx | KB-3-1 tox | TDP-43 yeast inh | GLP1R ag
COc1ccc2c(c1)[C@H]1[C@H](CO2)[C@H](c2ccccc2)[C@@]2(C)C(=O)N[C@H](C)C(=O)N12 | 7% | ? | -12% | 9% | 4% | 8% | 1% | 18% | -1%
Cc1onc(-c2c(Cl)cccc2Cl)c1C(=O)NC(=S)Nc1sc2c(c1C(N)=O)CCC(C)C2 (configuration not stated) | 9% | -17% | 7% | 7% | 6% | -1% | 6% | 13% | -10%
Cc1csc2c(N3CCN(C(=O)c4ccc(C(C)(C)C)cc4)CC3)ncnc12 | -29% | ? | -9% | 18µM* | ? | ? | 0% | 16% | 19%
Cc1ccc(NC(=O)COC(=O)/C=C/c2ccccc2)cc1S(=O)(=O)N1CCOCC1 | -5% | 31% | -3% | -1% | 6% | 14% | 20% | -8%[0.397 µM] | 12%
O=C1CCCCC1C(=O)c1cn(-c2ccc(Cl)c(Cl)c2)nn1 (configuration not stated) | 1% | -4% | 4% | 5% | -10% | -4% | 9% | 8% | 7%
CCOC(=O)Cn1c(=O)n(-c2ccccc2OC)c2nc(-c3cccc(F)c3)nc(C(N)=O)c21 | -5% | ? | / | / | 3% | / | 0% | 0% | 9%
CCSc1nnc(SCC(=O)c2c(N)n(C)c(=O)n(C)c2=O)s1 | 1% | -8% | -532%[inhibitor] | 8% | 26% | -6% | -11% | -9% | 5%
Cc1ccc(C)c(Cn2cnc3c(cnn3C(C)(C)C)c2=O)c1 | 21% | ? | 1%[9.22 µM] | -12% | ? | ? | -9% | ? | 13%
NC(N)=NS(=O)(=O)c1ccc(NC(=S)NC(=O)c2ccccc2)cc1 | 5% | 7% | -15% | 13% | 7% | 19% | 19% | 14% | 0%
CN(C)c1ccc(C(C(=O)NC(C)(C)C)N(C(=O)c2csnn2)C2CC2)cc1 (configuration not stated) | 7% | 12% | 6% | 1% | 2% | 11% | 8% | -7% | -9%
O=S(=O)(NCc1ccccc1Cl)c1ccc(-n2cccn2)cc1 | 13% | 6% | -4% | -4% | -21% | -10% | 0% | -3% | 1%
Cn1c(=O)c2c(nc(CN3CCN(C(=O)c4ccco4)CC3)n2Cc2ccccc2)n(C)c1=O | 20% | -2% | -4% | -1% | 7% | -1% | 6% | 9% | 0%

Compound profiles, from the list above. Screens in order: GLP1R cytotox	KB-V1 MDR tox	SW480 rereplic	HT1080-NT tox	GLP1R inv ag	HT1080 IDH1KD tx	KB-3-1 tox	TDP-43 yeast inh	GLP1R ag
Cc1csc2c(N3CCN(C(=O)c4ccc(C(C)(C)C)cc4)CC3)ncnc12 as listed: -29%	?	-9%	18µM*	?	?	0%	16%	19%
Cc1onc(-c2c(Cl)cccc2Cl)c1C(=O)NC(=S)Nc1sc2c(c1C(N)=O)CCC(C)C2 (configuration not stated) as listed: 9%	-17%	7%	7%	6%	-1%	6%	13%	-10%
Cc1ccc(NC(=O)COC(=O)/C=C/c2ccccc2)cc1S(=O)(=O)N1CCOCC1 as listed: -5%	31%	-3%	-1%	6%	14%	20%	-8%[0.397 µM]	12%
CCOC(=O)Cn1c(=O)n(-c2ccccc2OC)c2nc(-c3cccc(F)c3)nc(C(N)=O)c21 as listed: -5%	?	/	/	3%	/	0%	0%	9%
CCSc1nnc(SCC(=O)c2c(N)n(C)c(=O)n(C)c2=O)s1 as listed: 1%	-8%	-532%[inhibitor]	8%	26%	-6%	-11%	-9%	5%

Continuation.
SMILES | GLP1R cytotox | KB-V1 MDR tox | SW480 rereplic | HT1080-NT tox | GLP1R inv ag | HT1080 IDH1KD tx | KB-3-1 tox | TDP-43 yeast inh | GLP1R ag
Cc1cc(N2CCOCC2)nc(SCC(=O)OCc2ccccc2)n1 | -4%[0.307 µM] | 3% | 1% | 11% | 2%[0.307 µM] | 14% | 12% | 3% | 5%
Cc1ccc(S(=O)(=O)N(CC(=O)Nc2cccc([N+](=O)[O-])c2)Cc2ccc(Cl)cc2)cc1 | 1% | ? | 8.2µM* | -29% | ? | -22% | -5% | -14% | 6%
NC(=O)C1CCN(c2cc(Cl)ccc2[N+](=O)[O-])CC1 | ? | 18% | -1%[9.22 µM] | -1% | -12% | 12% | 3% | -2% | 1%
COc1ccc(-c2cc(=O)oc3cc(OC(C)C(=O)NCCCn4ccnc4)ccc23)cc1 (configuration not stated) | -32% | 0% | -1% | -10% | 4% | -9% | -1% | 2% | 8%
c1cn(CCCNc2ncnc3nc[nH]c23)cn1 | 3% | 25% | -2% | 4% | 15% | 1% | 5% | -9% | 0%
CN(C)C(=O)CCc1ccc2c3c([nH]c2c1)[C@]1(CCC2CCCC2)[C@@H](C(=O)N2CCOCC2)C[C@H](CC(=O)NCCCn2ccnc2)C(=O)N1CC3 | 5% | 0% | -1% | -2% | 3% | 6% | 0% | 10% | 7%
COc1ccc(OCCCCn2c(-c3ccc(Cl)cc3)nc3ccccc3c2=O)cc1 | -1% | 10% | / | / | 6% | / | -4% | ? | /
CCCCCC(=O)Nc1cccc(S(=O)(=O)NC2=NCCCCC2)c1 | -8% | 10% | -2% | -14% | -25% | 2% | -3% | 1% | 8%
O=C(OCC(=O)c1c[nH]c2ccccc12)c1cc2ccccc2cc1O | -10%[1.53 µM] | ? | 15% | -22% | -41% | -27% | -7% | 6% | -7%
O=C(COC(=O)c1ccc([N+](=O)[O-])o1)NC1CCS(=O)(=O)C1 (configuration not stated) | -5% | ? | -8% | 12% | 0% | 9% | 10% | 2% | -4%
Cc1ccc(C(=O)N2N=C(c3cccc(NS(C)(=O)=O)c3)CC2c2cccs2)cc1 (configuration not stated) | ? | -16% | -10% | ? | ? | -19% | -2% | 26% | 9%
NC(=O)c1cc(S(=O)(=O)N2CCN(c3ccc(F)cc3)CC2)cs1 | 3% | 16% | / | / | -8% | / | -10% | 25% | /

Single values from the results shown.
CCCCCC(=O)Nc1cccc(S(=O)(=O)NC2=NCCCCC2)c1 | SW480 rereplic = -2%
COc1ccc(-c2cc(=O)oc3cc(OC(C)C(=O)NCCCn4ccnc4)ccc23)cc1 (configuration not stated) | KB-V1 MDR tox = 0%
Cc1ccc(S(=O)(=O)N(CC(=O)Nc2cccc([N+](=O)[O-])c2)Cc2ccc(Cl)cc2)cc1 | TDP-43 yeast inh = -14%
O=C(OCC(=O)c1c[nH]c2ccccc12)c1cc2ccccc2cc1O | GLP1R inv ag = -41%

The list goes on:
SMILES | GLP1R cytotox | KB-V1 MDR tox | SW480 rereplic | HT1080-NT tox | GLP1R inv ag | HT1080 IDH1KD tx | KB-3-1 tox | TDP-43 yeast inh | GLP1R ag
CSCC[C@H](NC(=O)[C@H](Cc1ccccc1)n1c(=O)[nH]c2ccccc2c1=O)C(=O)NCC1CCC(C(=O)O)CC1 (some centres not stated) | 3% | 15% | 4% | 0% | 16% | 4% | 0% | 0% | 14%
CC(=O)Nc1ccc2nc(CN3CCN(CC(C)C)C(CCO)C3)ccc2c1 (configuration not stated) | 3% | 4% | -3% | 14% | -7% | 29% | 3% | -12% | 1%
O=C(CCN1CCN(c2ccccc2F)CC1)Nc1cccc(F)c1 | -8% | -18% | -2% | 5% | -23% | -2% | ? | 1% | 5%
CC(C)c1ccc(CNc2ccc(N3CCOCC3)cc2)cc1 | 3% | -30% | -6% | -8% | ? | -22% | -24% | 11% | 0%
CC(C)n1nnnc1C1c2ccccc2C(=O)N1CCCn1ccnc1 (configuration not stated) | -1% | -1% | / | 14% | 22% | 21% | 9% | 25% | 2%
CC(C)C[C@@H]1COc2cccc(N(C)CCO)c2S(=O)(=O)N1 | 1% | 3% | / | 7% | -4% | 8% | 17% | 11% | -4%
CN(C(=O)c1c(Cl)cnn1C)C12CC3CC(CC(C3)C1)C2 | 3% | 0% | -1% | -4% | ? | -1% | -3% | ? | 7%
CNC(C)C(=O)NC(C(=O)N1CCCC1C(=O)Nc1ccc2ncccc2c1)C(C)C (configuration not stated) | 9% | -20% | 2% | 2% | 18% | -2% | -11% | -1% | 6%
Cc1cc(SCC(N)=O)nc(SCC(=O)c2ccccc2)n1 | -1% | 0% | 5% | 0% | 10% | -4% | 0% | -4% | 14%
COc1ccc(C(=O)NC2CCCCCC2)cc1OC1CCN(C(C)=O)CC1 | 11% | -20% | 3% | 0% | 32%[activator] | 0% | 0% | 5% | 3%
O=P(O)(CCc1ccccn1)CN1CCOCC1 | 4% | 17% | 0% | -2% | 0% | -2% | 2% | -18% | 2%
CCC(C)c1ccc(OCC(=O)Nc2ccc(Cl)cn2)cc1 (configuration not stated) | 0% | 11% | -16% | -1% | 2% | -3% | -6% | -3% | 7%
COCCN(C(=O)c1ccc2c(c1)C(=O)N(c1ccccc1Cl)C2=O)c1c(N)n(CC(C)C)c(=O)[nH]c1=O | -25% | ? | -27% | 1% | 3% | 5% | 12% | 9% | -7%
Cc1cc(C)n(C(=O)CCCn2nc(C)c([N+](=O)[O-])c2C)n1 | 4% | 3% | -9% | 12% | 12% | -1% | 0% | -3% | 8%
